Cav32 inh: inhibitors of human Cav3.2 T-type calcium channel. O95180. Cav3.2-expressing cells, Fluo-4 calcium fluorescence FDSS; hits give low values. B-score at 10 µM. actives 4% (n = 100,000);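 active means single-dose well whose peak fluorescence ratio is a statistical outlier from its plate by either plate-standardised score or position-corrected B-score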
Target sequence (O95180 whole entry, looked up): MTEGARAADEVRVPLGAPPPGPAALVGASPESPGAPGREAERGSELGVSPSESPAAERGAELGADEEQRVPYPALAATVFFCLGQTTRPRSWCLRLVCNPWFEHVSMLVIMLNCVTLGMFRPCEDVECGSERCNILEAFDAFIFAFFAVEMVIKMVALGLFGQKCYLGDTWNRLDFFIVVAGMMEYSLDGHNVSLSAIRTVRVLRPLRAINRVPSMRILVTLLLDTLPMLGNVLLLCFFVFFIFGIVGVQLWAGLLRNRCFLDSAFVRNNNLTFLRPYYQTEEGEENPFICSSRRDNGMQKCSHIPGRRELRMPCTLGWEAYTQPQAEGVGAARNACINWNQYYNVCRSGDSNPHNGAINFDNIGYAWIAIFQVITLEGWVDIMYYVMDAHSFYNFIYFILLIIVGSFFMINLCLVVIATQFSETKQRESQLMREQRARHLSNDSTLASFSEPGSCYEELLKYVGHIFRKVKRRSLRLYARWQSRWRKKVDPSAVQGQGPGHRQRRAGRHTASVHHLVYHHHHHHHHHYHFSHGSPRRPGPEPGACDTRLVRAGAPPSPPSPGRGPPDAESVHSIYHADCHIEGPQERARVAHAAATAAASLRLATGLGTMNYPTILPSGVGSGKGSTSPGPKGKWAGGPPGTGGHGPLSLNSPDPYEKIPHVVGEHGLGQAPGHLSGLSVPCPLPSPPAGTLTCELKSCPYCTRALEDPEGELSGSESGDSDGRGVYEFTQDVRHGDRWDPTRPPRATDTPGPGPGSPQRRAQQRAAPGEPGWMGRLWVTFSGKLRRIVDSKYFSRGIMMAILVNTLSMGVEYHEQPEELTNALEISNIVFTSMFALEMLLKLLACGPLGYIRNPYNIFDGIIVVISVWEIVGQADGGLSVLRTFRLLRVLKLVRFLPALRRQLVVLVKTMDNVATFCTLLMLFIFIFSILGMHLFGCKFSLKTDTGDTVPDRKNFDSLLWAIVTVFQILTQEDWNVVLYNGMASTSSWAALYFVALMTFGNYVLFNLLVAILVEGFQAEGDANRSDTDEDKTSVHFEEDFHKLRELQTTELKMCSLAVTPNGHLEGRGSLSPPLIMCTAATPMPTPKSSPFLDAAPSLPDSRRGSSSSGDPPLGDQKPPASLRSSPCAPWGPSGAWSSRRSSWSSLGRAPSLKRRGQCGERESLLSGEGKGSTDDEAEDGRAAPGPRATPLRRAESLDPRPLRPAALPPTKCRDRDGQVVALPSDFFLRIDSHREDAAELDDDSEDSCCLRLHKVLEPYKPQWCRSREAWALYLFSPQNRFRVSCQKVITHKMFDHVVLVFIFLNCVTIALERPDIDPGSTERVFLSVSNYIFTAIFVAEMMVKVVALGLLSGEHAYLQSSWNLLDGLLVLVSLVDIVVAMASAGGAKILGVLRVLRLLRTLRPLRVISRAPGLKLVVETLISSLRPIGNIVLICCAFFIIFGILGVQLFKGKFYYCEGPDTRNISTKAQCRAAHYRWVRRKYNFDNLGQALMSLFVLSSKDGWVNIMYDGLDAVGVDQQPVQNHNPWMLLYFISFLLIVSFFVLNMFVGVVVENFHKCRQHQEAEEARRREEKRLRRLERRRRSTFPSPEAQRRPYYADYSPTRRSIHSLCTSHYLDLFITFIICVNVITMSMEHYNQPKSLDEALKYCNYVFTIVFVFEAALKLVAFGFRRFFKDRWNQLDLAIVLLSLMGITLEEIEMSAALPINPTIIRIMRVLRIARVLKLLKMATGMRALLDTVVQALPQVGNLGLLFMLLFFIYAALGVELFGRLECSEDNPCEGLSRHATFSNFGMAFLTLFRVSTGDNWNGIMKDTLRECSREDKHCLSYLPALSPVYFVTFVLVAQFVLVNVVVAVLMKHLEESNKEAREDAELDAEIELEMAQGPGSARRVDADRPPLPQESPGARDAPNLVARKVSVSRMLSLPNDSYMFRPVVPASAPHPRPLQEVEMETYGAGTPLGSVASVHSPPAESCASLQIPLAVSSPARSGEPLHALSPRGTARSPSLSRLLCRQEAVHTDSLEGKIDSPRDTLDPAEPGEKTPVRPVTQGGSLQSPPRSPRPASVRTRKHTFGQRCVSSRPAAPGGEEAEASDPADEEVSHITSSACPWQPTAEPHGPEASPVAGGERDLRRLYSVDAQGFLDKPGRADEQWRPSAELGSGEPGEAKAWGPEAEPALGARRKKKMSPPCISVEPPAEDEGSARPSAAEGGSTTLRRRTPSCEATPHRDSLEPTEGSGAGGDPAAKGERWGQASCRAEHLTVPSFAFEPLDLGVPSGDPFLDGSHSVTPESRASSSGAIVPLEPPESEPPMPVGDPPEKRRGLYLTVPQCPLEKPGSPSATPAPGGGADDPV
The depositor's hits bear a star. These rows are one share of the data; rates above refer to the full screens.

> CN1C(=O)COc2c(C(=O)NC3CN4CCC3CC4)cc(Cl)cc21 (centres undefined)
  Cav32 inh: 0.019
> CCOC(=O)[C@@]1(C#N)[C@@H]2C=CC(C(N)=O)=CN2[C@@H](C(N)=O)[C@@H]1c1cccc(Cl)c1
  Cav32 inh: -0.141
> COc1ccc(CCNC(C)CCc2ccc(OC)cc2)cc1 (centres undefined)
  Cav32 inh: -0.426
> C[N+]12CCC(CC1)C(C(O)(c1ccccc1)c1cccs1)C2 (centres undefined)
  Cav32 inh: 0.107
> CCOC(=O)C(NC(=O)CC)(Nc1ccc(C(O)(C(=O)OCC)C(F)(F)F)cc1C)C(F)(F)F (centres undefined)
  Cav32 inh: -1.27
> Cc1cc(OC(=O)CCCNC(=O)OC(C)(C)C)c2c3c(c(=O)oc2c1)CCC3
  Cav32 inh: -0.0426
> O=P(CN1CCN(c2ccccc2)CC1)(N1CCCCC1)N1CCCCC1
  Cav32 inh: -0.0067
> O/N=C1/C(=C\c2ccccc2)N2CCC1CC2
  Cav32 inh: 0.107
> Cc1sc2ncn(CC(=O)NCC(=O)N3CCC4(CC3)OCCO4)c(=O)c2c1C
  Cav32 inh: -1.23
> Cc1ccc(-n2c(O)c(C=Nc3ccc(S(=O)(=O)N(C)C)cc3)c(=O)[nH]c2=O)cc1
  Cav32 inh: 1.1

> CCC(CC)C1C(C#N)=C(N)Oc2c1c(=O)oc1ccccc21 (centres undefined)
  Cav32 inh: -0.00671
> CCc1c(C)nc(N)nc1N1N=C1SC
  Cav32 inh: 0.841
> C/C=C1\CN2[C@H]3C[C@@]45c6ccccc6N(C)[C@H]4[C@@H]2CC1C3[C@H]5O (some centres undefined)
  Cav32 inh: -4.6*
> Cn1c(O)c(C=NCCN2CCN(C(=O)c3ccccc3)CC2)c(=O)n(C)c1=O
  Cav32 inh: 1.91
> Cc1ccc(S(=O)(=O)CC(C)(O)C(=O)Nc2cccc(C(F)(F)F)c2)cc1 (centres undefined)
  Cav32 inh: 0.347
> CCOC(=O)C(O)(c1cn(C)c2ccccc12)C(F)(F)F (centres undefined)
  Cav32 inh: 0.935
> CNCCc1c(C)n[nH]c1C
  Cav32 inh: 0.457
> CC(C)CCn1c(N)c(C(=O)OCC2CCCO2)c2nc3ccccc3nc21 (centres undefined)
  Cav32 inh: -1.73
> O=c1[nH]c(=O)n(Cc2ccccc2)c(O)c1C=NCCN1CCOCC1
  Cav32 inh: -0.889
> CC(C)(C)[C@]1(O)C[C@@H]2OC(=O)C[C@@]23C(=O)O[C@@H]2OC(=O)[C@H](O)[C@]213
  Cav32 inh: 0.0998

> N#Cc1ccccc1Cn1cc(C(=O)c2ccco2)c2ccccc21
  Cav32 inh: -6.07*
> COc1ccc(Oc2cc(NC(=O)c3nn(C)cc3[N+](=O)[O-])cc([N+](=O)[O-])c2)cc1
  Cav32 inh: 0.514
> CCOc1ccc(-n2c(CC)nc3ccccc3c2=O)cc1
  Cav32 inh: 0.202
> CC(C)(C)N(NC(=O)c1ccccc1)C(=O)c1ccccc1
  Cav32 inh: 0.104
> CN(C)c1nc(OCCNC(=O)COc2ccc(Cl)cc2Cl)nc(N2CCCCC2)n1
  Cav32 inh: -1.03
> Cc1c2cnn(CC(=O)N3CCC4(CC3)OCCO4)c(=O)c2c(C)n1Cc1ccc(F)cc1
  Cav32 inh: 0.588
> Cc1ccc(S(=O)(=O)N2CCCC(C(=O)N3CCC4(CC3)OCCO4)C2)cc1 (centres undefined)
  Cav32 inh: 0.0695
> CN1CCC2(CC1)NC(=O)C1=C(CN(C)CC1)N2
  Cav32 inh: 0.147
> COC(=O)C1=C(c2ccc(S(C)(=O)=O)cc2)C[C@@H]2CC[C@H]1N2C(=O)NCCCOC(C)C
  Cav32 inh: 1.38
> Fc1ccc2c(c1)nnn2C1CCN(Cc2nnnn2CCc2ccccc2)CC1
  Cav32 inh: 0.173

> COc1ccc2c(c1OC)C(=O)OC2c1c(O)n(C2CCCCC2)c(=O)[nH]c1=O (centres undefined)
  Cav32 inh: -0.0213
> COC(=O)C1=C(c2ccccc2)C[C@@H]2CC[C@H]1N2C(=O)N1CCC(O)CC1
  Cav32 inh: 0.735
> CC(=O)c1cccc(OCC(O)CN2CC=C(c3ccccc3)CC2)c1 (centres undefined)
  Cav32 inh: 0.187
> CC(C)=CCSc1nnc([C@@H](N)Cc2c[nH]c3ccccc23)o1
  Cav32 inh: -3.08
> C=C1N2CCC(CC2)C1(O)c1ccccc1C (centres undefined)
  Cav32 inh: 0.533
> O=c1cccc2n1CC1CC2CN(S(=O)(=O)c2ccccc2)C1 (centres undefined)
  Cav32 inh: 0.443
> CCC(CO)Nc1ccc([N+](=O)[O-])c2cccnc12 (centres undefined)
  Cav32 inh: 0.101
> CCOP(=O)(OCC)C(O)c1ccc(OC)c(OC)c1 (centres undefined)
  Cav32 inh: 0.464
> COC(=O)C1=C(c2cccc(OC)c2OC)C[C@@H]2CC[C@H]1N2C(=O)NC1CC1
  Cav32 inh: 1.18
> CCN(CC)c1ccc(N=Cc2c(O)n(Cc3ccccc3)c(=O)[nH]c2=O)cc1
  Cav32 inh: -4.35*

> CCCCn1c(NC(=O)c2ccco2)c(C(=O)OCC)c2nc3ccccc3nc21
  Cav32 inh: -2.09
> Cc1ccc2c(c1)CC1(CN2C)C(=O)NC(=O)N(CCc2ccccc2)C1=O (centres undefined)
  Cav32 inh: -2.8
> CC(=O)N1CN2CN(C(C)=O)CC(C(=O)c3ccccc3)(C2)C1
  Cav32 inh: -0.453
> COCCOC(=O)c1c(C)oc2ccc(OC(=O)N(C)C)cc12
  Cav32 inh: -0.0708
> O=C(c1cc2cc3ccc(Cl)cc3nc2o1)N1CCC2(CC1)OCCO2
  Cav32 inh: -3.29
> Cc1sc2c(c1C)C(c1cccs1)=NCC(=O)N2CC(=O)NCc1cccs1
  Cav32 inh: -0.901
> CO[C@H]1[C@@H](OC)CC(OC2OC(CO)C(O)C(O)C2O)/C(=C\C#N)[C@@H]1O (some centres undefined)
  Cav32 inh: 0.0959
> O=C(Oc1ccc([N+](=O)[O-])cc1)N1CCC(N2CCCCC2)CC1
  Cav32 inh: 0.391
> O=c1[nH]c(=O)n(-c2ccccc2Cl)c(O)c1C=NCCN1CCCCC1
  Cav32 inh: 1.02
> CC(=O)c1ccc(OC(NC(=O)Cc2ccccc2)C(Cl)(Cl)Cl)cc1 (centres undefined)
  Cav32 inh: -2.59

An excerpt of these results, with tabs:
SMILES	Cav32 inh
CCC(CO)Nc1ccc([N+](=O)[O-])c2cccnc12 (centres undefined)	0.101
CCOP(=O)(OCC)C(O)c1ccc(OC)c(OC)c1 (centres undefined)	0.464
COC(=O)C1=C(c2cccc(OC)c2OC)C[C@@H]2CC[C@H]1N2C(=O)NC1CC1	1.18
CCN(CC)c1ccc(N=Cc2c(O)n(Cc3ccccc3)c(=O)[nH]c2=O)cc1	-4.35*
CCCCn1c(NC(=O)c2ccco2)c(C(=O)OCC)c2nc3ccccc3nc21	-2.09
Cc1ccc2c(c1)CC1(CN2C)C(=O)NC(=O)N(CCc2ccccc2)C1=O (centres undefined)	-2.8
CC(=O)N1CN2CN(C(C)=O)CC(C(=O)c3ccccc3)(C2)C1	-0.453
COCCOC(=O)c1c(C)oc2ccc(OC(=O)N(C)C)cc12	-0.0708
O=C(c1cc2cc3ccc(Cl)cc3nc2o1)N1CCC2(CC1)OCCO2	-3.29
Cc1sc2c(c1C)C(c1cccs1)=NCC(=O)N2CC(=O)NCc1cccs1	-0.901
CO[C@H]1[C@@H](OC)CC(OC2OC(CO)C(O)C(O)C2O)/C(=C\C#N)[C@@H]1O (some centres undefined)	0.0959
O=C(Oc1ccc([N+](=O)[O-])cc1)N1CCC(N2CCCCC2)CC1	0.391
O=c1[nH]c(=O)n(-c2ccccc2Cl)c(O)c1C=NCCN1CCCCC1	1.02
CC(=O)c1ccc(OC(NC(=O)Cc2ccccc2)C(Cl)(Cl)Cl)cc1 (centres undefined)	-2.59

(list continues)
> CCCCn1c(O)c(C(CC)=Nc2ccc(C(=O)O)cc2)c(=O)[nH]c1=O
  Cav32 inh: 0.961
> CCN(CC)C(=O)c1ccc(NC(=O)Cn2nc(C)c3ccccc3c2=O)cc1
  Cav32 inh: 0.151
> CCCCCCOc1ccc(CN2CCN(CCO)CC2)cc1
  Cav32 inh: 0.834
> CCC(C)OC(=O)c1c(N)n(Cc2cccs2)c2nc3ccccc3nc12 (centres undefined)
  Cav32 inh: -1.42
> COc1ccc2[nH]cc(CCN)c2c1
  Cav32 inh: -1.7
> CC12CN3CC(C)(CN(C1)C3c1ccncc1)C2=O (centres undefined)
  Cav32 inh: 0.512
> CN1CCc2nc3sc(C(=O)NC(C)(C)C)c(N)c3cc2C1
  Cav32 inh: 0.675
> Cc1ccc2nc(N3CCC(C(=O)N4CCC5(CC4)OCCO5)CC3)sc2c1
  Cav32 inh: 0.267
> CCn1c(O)c(C=NCCc2c[nH]c3ccccc23)c(=O)[nH]c1=O
  Cav32 inh: -0.0658
> NC(=O)CN1CCCC1=O
  Cav32 inh: -0.0218

> Cc1ccc(N2C(=O)CC(=O)NC2=O)cc1
  Cav32 inh: -0.137
> Cc1cc(NC(=O)COC(=O)c2c(C)nn(Cc3ccccc3)c2Cl)no1
  Cav32 inh: -0.24
> c1ccc2c(CN3CCN(C4CCCCC4)CC3)c[nH]c2c1
  Cav32 inh: 0.424
> COc1ccc2nc(/N=C/c3c(O)n(-c4cccc(Cl)c4)c(=O)[nH]c3=O)sc2c1
  Cav32 inh: 0.472
> Cc1ccccc1Cc1c(C)nc2nc(SCC(=O)N3CCC4(CC3)OCCO4)nn2c1C
  Cav32 inh: 2.92
> O=C1CN=C(c2ccccc2)c2ccccc2N1Cc1ccc(C(F)(F)F)cc1
  Cav32 inh: -2.9
> COc1ccc(C=O)cc1O
  Cav32 inh: -0.0524
> O=C1NC(=O)[C@]2(Cc3ccccc3N3CCN(c4ccccc4)CC32)C(=O)N1Cc1ccccc1 (some centres undefined)
  Cav32 inh: -3.37
> COc1cc2[nH]c(=O)n(-c3cccc(Cl)c3)c(=O)c2cc1OC
  Cav32 inh: 0.202
> Cn1c(O)c(C=Nc2ccc(Cl)cc2)c(=O)n(C)c1=O
  Cav32 inh: -1.73

> O=C(O)C1CSC(c2cccnc2)N1 (centres undefined)
  Cav32 inh: 0.0629
> COc1ccccc1OCCCn1cc(C(=O)c2ccco2)c2ccccc21
  Cav32 inh: -1.03
> COC(=O)C(O)(c1c[nH]c2ccccc12)C(F)(F)F (centres undefined)
  Cav32 inh: 0.283
> O=C(O)C(Cl)Cl
  Cav32 inh: 0.281
> Cc1ccc(C)c(CN2CCC(n3nnc4cc(F)ccc43)CC2)c1
  Cav32 inh: -1.02
> O=c1[nH]c(=O)n(-c2cccc3ccccc23)c(O)c1C=NCc1ccc2c(c1)OCO2
  Cav32 inh: -0.196
> O=c1c2ccccc2nc(-c2ccccc2)n1-n1cccc1
  Cav32 inh: -0.19
> COCCNC(=O)c1c(NC(=O)c2ccco2)n(Cc2ccccc2)c2nc3ccccc3nc12
  Cav32 inh: -2.91
> CC(=O)c1c(O)n(C2CCCCCC2)c(=O)[nH]c1=O
  Cav32 inh: -0.343
> CC(=O)N(C1=NCCCS1)c1ccccc1F
  Cav32 inh: 0.437

Continued; it opens with the 2 that closed the last part.
> CC(=O)c1c(O)n(C2CCCCCC2)c(=O)[nH]c1=O
  Cav32 inh: -0.343
> CC(=O)N(C1=NCCCS1)c1ccccc1F
  Cav32 inh: 0.437
> Cn1c(=O)cc(SCC(=O)N2CCC3(CC2)OCCO3)c2ccc(Cl)cc21
  Cav32 inh: 0.504
> O=C(O)C(O)(c1ccccc1)C1CCCC1 (centres undefined)
  Cav32 inh: 0.395
> CC(Cc1ccccc1)[n+]1cc(/N=C(\N)[O-])on1 (centres undefined)
  Cav32 inh: 0.0821
> CC(=O)N1CC(=O)Nc2ccc(Cl)cc2C1c1ccc(F)cc1 (centres undefined)
  Cav32 inh: 0.691
> Cc1ccc(-c2nc3ccccc3c(=O)n2-c2ncccc2C)cc1
  Cav32 inh: -0.287
> CCCCN1C(=O)NC(=O)C2(Cc3ccccc3N3CCOCC32)C1=O (centres undefined)
  Cav32 inh: -2.87
> O=C(COc1ccc(S(=O)(=O)N2CCOCC2)cc1)N1CCN(Cc2ccc3c(c2)OCO3)CC1
  Cav32 inh: 0.675
> Nc1c(C(=O)NC2CCCC2)c2nc3ccccc3nc2n1CC1CCCO1 (centres undefined)
  Cav32 inh: -6.44*
> CCCC(=O)C1C(=O)NC(=O)NC1=O
  Cav32 inh: 0.07
> COc1cccc(CNC2CN3CCC2CC3)c1OC (centres undefined)
  Cav32 inh: -1.86

> CCC(=NC1CCN(Cc2ccccc2)CC1)c1c(O)[nH]c(=O)[nH]c1=O
  Cav32 inh: 0.687
> NC1CCCCC1N=Cc1c(O)n(Cc2ccc(F)cc2)c(=O)[nH]c1=O (centres undefined)
  Cav32 inh: 0.336
> O=c1[nH]c(=O)n(Cc2ccccc2)c(O)c1C=Nc1ccc(CN2CCOCC2)cc1
  Cav32 inh: 0.184
> Cc1nc2ccccc2c(=O)n1-c1cccc(O)c1
  Cav32 inh: -0.19
> COC(=O)c1ccc(N2C(=O)CC(N3CCC(n4c(=O)[nH]c5ccccc54)CC3)C2=O)cc1 (centres undefined)
  Cav32 inh: 0.26
> COC(=O)C(O)(c1ccc2c(c1)CCCN2)C(F)(F)F (centres undefined)
  Cav32 inh: 0.675
> CCCNS(=O)(=O)c1ccc(OCC(=O)N2CCN(Cc3ccc4c(c3)OCO4)CC2)cc1
  Cav32 inh: 1.62
> S=C1CN=C(c2ccccc2Cl)c2cc(Cl)ccc2N1
  Cav32 inh: -1.88
> Nc1c(C(=O)NCc2ccco2)c2nc3ccccc3nc2n1CCN1CCCCC1
  Cav32 inh: -0.233
> CNCC(O)c1cc(F)c(OCc2ccccc2)c(OCc2ccccc2)c1F (centres undefined)
  Cav32 inh: -0.0158

> COC(=O)[C@@H](N)CCCN=C(N)N[N+](=O)[O-]
  Cav32 inh: -1.88
> CN(C)CP(=O)(Nc1ccccc1)N(C)C (centres undefined)
  Cav32 inh: 0.357
> COc1ccc(Br)cc1CN1CCN(C(=O)Cc2ccccc2)CC1
  Cav32 inh: -0.474
> CN1CCc2c([nH]c3ccccc23)C1
  Cav32 inh: 0.967
> Cc1ccc2nsnc2c1-n1c(C)nc2ccccc2c1=O
  Cav32 inh: 0.301
> O=P1(Nc2ccc(F)cc2)COc2ccccc2OC1
  Cav32 inh: 2.05
> CC(=O)NC(=O)NC(C)Cc1ccccc1 (centres undefined)
  Cav32 inh: 0.292
> Cc1nn(-c2ccccc2)c2c1C(c1ccc3c(c1)OCO3)SCC(=O)N2 (centres undefined)
  Cav32 inh: -1.41
